# Screening results as filed in PubChem BioAssay.
# TCR CD3 inh – inhibitors of human TCR-CD3 interaction, primary screen, biochemical, fluorescence, TAMRA-labeled TCR probe. inhibition, % at 9.4 µM. actives 0.37% (n = 360,000); in the data active means inhibition above about 19%;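 further: recombinant mutant TCR 2C K166C tagged with TAMRA read by polarization; 0% = receptor in buffer alone and 100% = receptor with positive control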
# LEDGF integ inh – blockers of LEDGF/p75-dependent integrase strand transfer – biochemical, TR-FRET, high throughput, primary screen; HIV-1 integrase (with human LEDGF/p75); TR-FRET IN-LEDGF/p75 DNA integration, Eu/Cy5; AID 743269, 2014; inhibition, % at 3.7 µM; actives 0.64% (n = 370,000);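 active means inhibition above the screen-wide mean plus 3 SD, cut at about 13% in these data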;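 further: signal is the Cy5 over europium emission ratio at 671 and 618 nm; 0% = plate median of compound wells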
# SIAE primary – human SIAE inhibitors, primary screen, biochemical, fluorescence polarization, FP-Rh probe, 1536-well HTS. SIAE FP-Rh probe binding. AID 1053197, 2014. actives 0.69% (n = 370,000). inhibition, % at 9.66 µM. Sialate O-acetylesterase (Homo sapiens), Q9HAT2;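 active means inhibition above a cutoff: mean of compounds within the control limits plus 3 SD of those, cut at about 17% in these data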;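 further: 0% = plate median of compound wells and 100% = probe without SIAE protein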
# Target sequence (Q9HAT2 whole entry, looked up): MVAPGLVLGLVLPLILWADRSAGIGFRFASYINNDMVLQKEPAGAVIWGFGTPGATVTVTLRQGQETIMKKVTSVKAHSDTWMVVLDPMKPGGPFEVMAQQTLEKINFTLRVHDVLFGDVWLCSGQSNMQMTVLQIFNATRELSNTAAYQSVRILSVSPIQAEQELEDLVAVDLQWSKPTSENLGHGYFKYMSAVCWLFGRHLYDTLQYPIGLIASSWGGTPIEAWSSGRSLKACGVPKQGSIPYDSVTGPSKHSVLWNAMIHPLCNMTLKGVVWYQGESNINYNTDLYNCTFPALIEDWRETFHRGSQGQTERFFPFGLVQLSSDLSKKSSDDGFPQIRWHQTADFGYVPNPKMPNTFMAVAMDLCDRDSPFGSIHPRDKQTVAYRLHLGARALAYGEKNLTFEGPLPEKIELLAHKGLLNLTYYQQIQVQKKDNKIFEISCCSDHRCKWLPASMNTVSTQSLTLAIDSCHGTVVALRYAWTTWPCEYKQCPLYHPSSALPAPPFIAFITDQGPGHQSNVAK
# PRMT1 FP inh – PRMT1 methyltransferase inhibitors, primary screen, biochemical, fluorescence polarization; AID 652257, 2013; recombinant PRMT1, activity-based probe fluorescence polarization; Protein arginine N-methyltransferase 1 (Homo sapiens), Q99873; actives 1.3% (n = 370,000); inhibition, % at 2.79 µM;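 active means inhibition above about 21% made by adding two undisclosed values, limit read from the data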
# Target sequence (Q99873 whole entry, looked up): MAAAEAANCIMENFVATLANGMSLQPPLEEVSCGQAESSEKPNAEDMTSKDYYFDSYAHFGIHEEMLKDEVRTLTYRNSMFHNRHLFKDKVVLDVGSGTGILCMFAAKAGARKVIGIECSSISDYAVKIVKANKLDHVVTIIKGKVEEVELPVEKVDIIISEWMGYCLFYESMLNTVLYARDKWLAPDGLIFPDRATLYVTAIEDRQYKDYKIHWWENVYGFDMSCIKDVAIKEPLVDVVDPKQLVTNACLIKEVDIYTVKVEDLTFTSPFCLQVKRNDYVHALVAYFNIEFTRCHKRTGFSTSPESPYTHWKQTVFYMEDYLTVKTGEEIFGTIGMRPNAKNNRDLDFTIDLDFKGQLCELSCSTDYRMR
# rCAG binder – binders of r(CAG) RNA repeats, primary screen, biochemical, fluorescence; r(CAG) RNA repeat, TO-PRO-1 dye displacement fluorescence; inhibition, % at 3 µM; actives 1.3% (n = 370,000); AID 651821, 2012;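 active means inhibition above the plate cutoff, the mean of all test compounds on that plate plus 3 SD, cut at about 35% in these data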;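 further: 0% = DMSO alone and 100% = 100 µM mitoxantrone as full dye displacement; higher means more dye released from RNA so lower well fluorescence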
# PG9 binder – binders of HIV-1 gp120 antibody PG9, primary screen, biochemical, TR-FRET; HIV-1 gp120 / PG9 antibody interaction; actives 0.43% (n = 360,000); inhibition, % at 6.7 µM; TR-FRET gp120-PG9 antibody binding; in the data active means inhibition above about 8.5%
# NR1D1 modulator – modulators of Rev-erb alpha DNA binding, primary screen, biochemical, FITC-DNA, fluorescence polarization, uHTS. AID 1259318, 2017. Rev-erbα–FITC-DNA binding, 90 min. activity, % at 10 µM. Nuclear receptor subfamily 1 group D member 1 (Homo sapiens), P20393. actives 0.79% (n = 370,000);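 active means activity above about 14%, limit read from the data; passing the limit was not always enough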;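 further: 0% = DMSO wells with 35 nM protein and 100% = DMSO wells with 750 nM protein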
# HTRA1 inhibitor – HTRA1 serine protease inhibitors, primary screen, biochemical, fluorescence polarization, HTS. recombinant HTRA1, FP-rhodamine activity-based probe. AID 504803, 2011. actives 0.5% (n = 340,000). inhibition, % at 5.96 µM; in the data active means inhibition above about 36%;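 further: 0% = enzyme with DMSO and 100% = wells lacking enzyme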
# TDP2 absorb – human TDP2 enzyme inhibitors, primary screen, biochemical, epi absorbance, recombinant enzyme. Tyrosyl-DNA phosphodiesterase 2 (Homo sapiens), O95551. T5PNP hydrolysis, p-nitrophenol absorbance 415 nm. inhibition, % at 12.8 µM. actives 0.34% (n = 370,000);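 active means inhibition above the mean of all tested compounds plus 3 SD, set per campaign, cut at about 25% in these data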;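 further: 0% = DMSO with enzyme and 100% = buffer with substrate but no TDP2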
#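 Read-out basis: percent inhibition. System: recombinant human TDP2. Buffer or medium: Mg2+-containing Tris-HCl buffer, pH 7.5. Repeats: single replicate. Timing: reaction 2 h, 37 °C. Benchmarks: high control without enzyme, low control DMSO plus TDP2. Probe or stimulus: 5 mM T5PNP. Doses: 12.8 µM only. Measured by: epi absorbance of p-nitrophenol freed from T5PNP by hydrolysis.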
# ABHD4 inh – ABHD4 inhibitors, primary screen, biochemical, fluorescence polarization, mouse | purified mABHD4, FP-Rh probe fluorescence polarization | inhibition, % at 8.92 µM | actives 0.54% (n = 370,000) | AID 720543, 2013;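 active means inhibition exceeding the mean over every tested compound plus 3 SD, cut at about 30% in these data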;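 further: 0% = plate median of compound wells and 100% = S159A mutant with DMSO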
#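 Assay system: wild-type mouse ABHD4 protein; compound: single nominal dose of 8.92 µM, 0.89% DMSO final; schedule: 45 min + 60 min at 25 °C; measured by: FP readout, ex 525 nm / em 598 nm; evaluation: % inhibition of FP-Rh probe binding versus controls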
# * marks the source's active call; other numbers are inactive results; x = not tested or not shown; & = joins results of further samples. Some of the compounds tested; rates above refer to the full screens.
SMILES,TCR CD3 inh,LEDGF integ inh,SIAE primary,PRMT1 FP inh,rCAG binder,PG9 binder,NR1D1 modulator,HTRA1 inhibitor,TDP2 absorb,ABHD4 inh
CCCn1nc(NS(=O)(=O)c2ccccc2)c2cc3cc(C)ccc3nc21,3,1,-11,-2,4,-1.8,2,6,0,2
CCOC(=O)c1c(C)[nH]c(C(=O)CSc2nc3ccccc3o2)c1C,8,1,1,1,1,0.8,8,-2,-1,-3
Cc1ccc2nc(SCC(=O)Nc3nnc(SCC(N)=O)s3)[nH]c2c1,2,-2,-1,0,6,-2.5,-1,-6,-4,-3
CCc1nnc(NC(=O)C2CCN(C(=O)NC3CCCCC3)CC2)s1,8,-2,9,0,-6,1.5,-3,-1,6,-5
N#CCC(=O)c1sccc1-n1cccc1,-5,5,7,18,18,0.3,-4,11,4,13
CC(C)Oc1ccc(C(=O)Nc2ccc(N3CCCCC3)cc2)cc1,5,-1,1,1,0,-0.8,-4,-1,-8,6
Clc1ccc(C=NN2CCCCCC2)c(Cl)c1,2,6,0,-2,3,1.2,-2,-2,6,-1
CC(=O)c1cccc(NC(=O)C2CCCCC2)c1,1,2,0,-1,3,-1.1,-7,-2,1,-2
O=C(COC(=O)c1ccc(Cl)c(S(=O)(=O)N2CCCC2)c1)NC1CCCCC1,8,1,7,-3,-3,-0.7,8,5,-4,2
CC(CNC(=O)Cn1ccc2cc(S(=O)(=O)N3CCCC3)ccc21)c1ccccc1 (stereo not given),1,0,-2,3,1,-1.2,-6,-1,2,2
CN(C)/C=C(/C(=O)c1ccc(Cl)cc1Cl)S(=O)(=O)c1ccccc1,-3,1,-2,-3,12,-0.6,-5,-9,9,-8
O=C(COC(=O)C12CC3CC(CC(Cl)(C3)C1)C2)Nc1ccccc1,-3,-3,-6,8,1,0.8,1,-17,2,-10
Cc1ccc(S(=O)(=O)Nc2c(C)n(C)n(-c3ccccc3)c2=O)cc1,14&1,-3&2,1&5,0&-1,0&-4,-0.3&0.6,-6&-8,-1&2,-1&9,7&3
COc1ccc(C(=O)Nc2ccc(Cl)cc2F)cc1S(=O)(=O)N1CCCC1,-5,-10,-6,-1,1,0.9,6,-9,-9,-2
CCN(CC(=O)Nc1ccc2c(c1)OCCO2)Cc1cc(=O)oc2cc(C)c(C)cc12,-4,-1,-1,1,-4,0.6,10,0,3,2
O=C(CCN1CCN(c2ccccc2)CC1)N/N=C/c1ccc([N+](=O)[O-])o1,5,0,9,0,8,-1.5,-1,1,2,10
O=C(C1CC(=O)N(c2ccc3c(c2)OCCO3)C1)N1CCN(c2ccccc2)CC1 (stereo not given),8,1,5,-1,0,-0.1,-1,-3,11,2
CCCc1ccc(C(O)c2ncc(-c3cccc(F)c3)[nH]2)cc1 (stereo not given),0,-1,-1,0,0,-5.3,-8,x,-3,-10
CC1(NC(=O)Nc2cc([N+](=O)[O-])ccc2O)CCS(=O)(=O)C1 (stereo not given),-4,6,1,-5,-2,-8.7,5,4,-5,5
O=C(C1COc2ccccc2O1)N1CCN(c2ccc([N+](=O)[O-])cc2)CC1 (stereo not given),7,3,5,4,6,-2.2,9,-10,5,-4
CC(C(=O)Nc1ccc2c(c1)OCO2)c1ccc([N+](=O)[O-])cc1 (stereo not given),3,4,-2,-3,0,-0.3,-4,0,6,-3
Cc1ccc2sc(NC(=O)CN3C(=O)c4ccccc4C3=O)nc2c1C,-10,0,4,5,1,-2.7,-2,2,2,-4
CC(C)(C)NC(=O)Cn1c(SCC(N)=O)nc2ccccc21,3,4,5,-3,2,0.1,10,3,-3,3
COc1cc(NC(=O)COC(=O)CNC(=O)C23CC4CC(CC(C4)C2)C3)cc(OC)c1,-8,-4,2,2,1,0.8,-2,-10,13,-2
CC(NC(=S)NC(=O)c1cccs1)c1ccccc1 (stereo not given),0,8,2,-5,3,-2.0,5,-12,3,-8

# (cont.)
SMILES,TCR CD3 inh,LEDGF integ inh,SIAE primary,PRMT1 FP inh,rCAG binder,PG9 binder,NR1D1 modulator,HTRA1 inhibitor,TDP2 absorb,ABHD4 inh
COc1cc(-c2c(-c3ccc4c(c3)OCO4)noc2C)ccc1F,1,4,-2,1,-5,-0.7,2,-17,-11,-16
CCCCN1CN2Cc3ccccc3C2CS1(=O)=O (stereo not given),x,0,-2,7,2,x,2,x,4,-8
CCC(O)C1CCN(C(=O)c2ccc(OC3CCN(Cc4ccccn4)CC3)cc2)CC1 (stereo not given),9,2,2,-3,-10,-1.1,1,1,-3,1
C[C@H](O)[C@@H]1C(=O)N2CCc3ccc(-c4ccccc4)cc3[C@@H]2C[C@@H]1N(C)C(=O)c1ccc(C#N)cc1,5,6,3,-3,8,0.9,-6,2,5,-5
COCCCN(Cc1cc(OC)c(OC)c(OC)c1)C(=S)Nc1cccc(Cl)c1,0,7,-3,-6,2,-0.5,8,1,-11,-13
Cc1noc(C(=O)Nc2cccc(Cl)c2)c1Cl,1,-2,-11,3,4,0.7,5,2,-17,-11
CC1(C)NC(=O)N(CCOCCOc2c(Cl)cc(Cl)cc2Cl)C1=O,-3,-1,4,1,-1,0.1,0,-5,9,0
COc1ccccc1CNc1nc(NCc2ccc(NC(C)=O)cc2)c2sccc2n1,1,3,7,-2,4,-2.1,2,x,-4,-2
O=c1[nH]c(CNCc2cccnc2)nc2ccccc12,1,-8,-3,1,0,-2.3,-7,2,-2,-2
O=C1/C(=C\Nc2ccc(Cl)cc2)CCN1c1ncccn1,1,2,-3,2,5,-0.2,-2,-3,12,5
c1ccc2occc2c1,3,-2,0,-6,1,-1.6,1,-1,-3,0
Cn1nccc1C(=O)NC1CCCc2c1cnn2-c1ccccc1F (stereo not given),0,2,-1,3,-2,2.1,1,4,3,12
CCNc1nc(NC(C)C)nc(NC(C)(C)C)n1,-1,-3,4,3,-7,1.1,9,-3,-6,4
O=C(NCc1ccccc1)C1=C[C@H](c2csc3ccccc23)C[C@H](OCCCCO)O1,-4,0,1,2,8,-1.3,0,-52,11,-4
O=C(O)c1cc(-c2cccnc2)nn1-c1ccccn1,-5,2,4,-1,0,-0.5,0,2,10,5
Cc1ccc(S(=O)(=O)n2ccc3c(OCCOCCNCc4ccc(F)cc4)cccc32)cc1,-4,3,8,2,5,-0.5,0,-30,-15,26
COc1ccc(Cl)cc1NC(=S)Nc1cccnc1,2,-3,2,5,0,1.0,1,-6,2,3
COc1ccc(OC)c(CN2CCN(C(=O)c3cccc(S(=O)(=O)Nc4ccc(F)cc4)c3)CC2)c1,2,2,5,-7,2,-0.5,1,-3,5,-2
CS(=O)(=O)N1CCC(C(=O)NCc2ccncc2)CC1,-8,1,-2,3,-1,2.1,12,-1,-6,5
Clc1ccc(CSc2ncn[nH]2)cc1,-4,-2,-1,-3,0,-0.9,-1,-4,2,3
COc1ccc(S(=O)(=O)Nc2ccc3c(c2)n(C)c(=O)n3C)cc1OC,1,6,4,-2,3,-1.3,-3,2,-3,-2
O=C(NC(c1ccccc1)c1ccccc1)C1CCCN(S(=O)(=O)c2cnc[nH]2)C1 (stereo not given),-7,-2,4,7,1,-3.4,-8,-9,3,-2
S=C(NCc1ccc2c(c1)OCO2)NC1CCN(Cc2ccccc2)CC1,-4,-1,16,-2,3,-0.6,2,-1,10,-3
O=C(Nc1ccc(F)cc1F)c1ccc(COc2c(F)c(F)cc(F)c2F)o1,-4,-2,-2,-2,-2,1.4,4,-14,0,-4
O=c1[nH]c(SCc2nc3ccccc3c(=O)n2-c2ccccc2)nc2ccccc12,4,3,-5,2,1,13*,5,-5,4,3

# Next part (2 carried over from the part before).
SMILES,TCR CD3 inh,LEDGF integ inh,SIAE primary,PRMT1 FP inh,rCAG binder,PG9 binder,NR1D1 modulator,HTRA1 inhibitor,TDP2 absorb,ABHD4 inh
O=C(Nc1ccc(F)cc1F)c1ccc(COc2c(F)c(F)cc(F)c2F)o1,-4,-2,-2,-2,-2,1.4,4,-14,0,-4
O=c1[nH]c(SCc2nc3ccccc3c(=O)n2-c2ccccc2)nc2ccccc12,4,3,-5,2,1,13*,5,-5,4,3
CCOC(=O)c1nnn2c1nc(N(CC)CC)c1ccccc12,-3,-4,-1,0,-4,0.2,1,0,-2,6
CC1CCCC(NC(=O)CCCn2ncn3c(cc4occc43)c2=O)C1C (stereo not given),0,3,-9,-3,-1,-0.3,-3,-1,-15,-11
COc1ccc(CN2CCCC(CO)(Cc3ccc(F)cc3)C2)c(OC)c1OC (stereo not given),-7,-1,-1,2,-11,-1.3,7,1,-1,4
CCCc1ccc(Oc2cn[nH]c2-c2ccc(O)cc2O)cc1,-3,-2,8,-1,13,-2.3,7,16,-7,-4
CN1CCN(Cc2nc3c(c(=O)[nH]c(=O)n3C)n2Cc2c(F)cccc2Cl)CC1,4,-2,-5,-1,1,0.9,0,0,-10,4
COc1cc([N+](=O)[O-])ccc1NC(=O)CN1C(=O)NC2(CCCCC2C)C1=O (stereo not given),-7,-6,5,2,4,-1.6,1,-1,-4,-2
CC1CCN(C(=O)CN2c3cccc4cccc(c34)S2(=O)=O)CC1,3,1,-2,-4,3,0.0,2,-2,-1,-1
C(=C\c1ccccc1)/CN1CCN(C(c2ccccc2)c2nnnn2Cc2ccccc2)CC1 (stereo not given),0,7,3,-4,2,0.5,-4,x,-14,3
O=C(ONC1=NCCCCC1)c1ccc([N+](=O)[O-])cc1,-6,-1,1,0,-2,-0.3,-5,-4,7,-2
CCCc1nc2ccc(NC(=O)c3cccs3)cc2c(=O)n1Cc1ccc(Cl)cc1,2,-2,-32,2,3,-2.4,4,-13,8,2
Cc1cc2ncn(CCC(=O)NC(C)(C)C)c2cc1C,-5,-6,-5,1,-5,0.0,-1,-1,-2,1
CCn1[nH]c(=O)c(=Nc2c(C)n(C)n(-c3ccccc3)c2=O)cc1-c1ccc(Cl)cc1,-7,3,7,-3,-2,-2.5,-4,-1,-10,-3
CC(=O)Oc1ccc(C)cc1-n1nc2ccccc2n1,-1,0,-6,3,-8,2.3,-1,-20,-4,-9
CN(C)c1ccc(/C=C/c2nc3ccccc3c(=O)[nH]2)cc1,2,-1,-4,-3,-5,-1.9,1,23,-4,6
COc1ccc(CCNS(=O)(=O)c2c(C)n[nH]c2C)cc1,x,-4,2,3,1,x,-3,x,5,5
